Screening data as filed in PubChem BioAssay.
ARNT-TACC3 inh – disrupts binding between human ARNT and TACC3. inhibition, % at 9.99 µM. 390,000 compounds, 0.66% hits. AlphaScreen His-ARNT PAS-B/GST-TACC3 binding, luminescence; TACC3 fragment carries E629A point mutation. Q9Y6A5;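 active = mean inhibition of replicates at least 50% and at least half of replicates each reaching 50%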;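 note: 0% = complete ARNT plus TACC3 wells and 100% = ARNT alone without TACC3; many hits fall short of the cut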
LGR2 inh – blocks bursicon-induced cAMP signaling via Drosophila LGR2. HEK293 LGR2, CRE-luciferase, bursicon-stimulated, 4 h. AID 720647. 380,000 compounds, 0.35% hits. inhibition, % at 9.99 µM;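 active = drop in luminescence signal, shown as inhibition above about 50% in the replicate tests, limit read from the data, passing the limit was not always enough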;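 note: agonist challenge used bursicon conditioned medium at about half maximal strength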
PAX8 reporter – lowers PAX8-driven luciferase in RMG-I cells. RMG-I TPO-luciferase reporter, SteadyGlo, 24 h. inhibition, % at 12.6 µM. 360,000 compounds, 1.2% hits. AID 652154;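 active = mean replicate inhibition at least 60% with every replicate also reaching 60%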;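 note: luciferase light reporting Pax8 driven TPO promoter activity; plate controls were median of neutral control wells for no effect and mitoxantrone controls for full effect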
GSIS activator – GLuc luminescence reporter in INS-1E cells, primary screen for activators of glucose-dependent secretion of insulin. INS-1E GLuc reporter insulin secretion, 2-3 h. AID 743287. 370,000 compounds, 0.61% hits. activation, % at 16.6 µM;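 active = lowest replicate activation of at least 40%, so every replicate reaches that level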;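 note: 0% = median of neutral control wells and 100% = median of IBMX positive control wells; some compounds called inactive have numbers as strong as hits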
PGC1a acetyl inh – modulators of PGC1a acetylation | U2OS PGC1a acetylation, AlphaScreen anti-acetyl-lysine; with virally co-expressed GCN5 acetyltransferase | inhibition, % at 15.6 µM | 350,000 compounds, 0.17% hits | AID 651687;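 active = every replicate shows inhibition of at least 40%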;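 note: 0% = neutral control wells and 100% = positive control wells; some results beyond the cut were filed as inactive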
C2C12 statin – suppression of simvastatin myotoxicity; rescue of ATP level, % at 7.49 µM; 330,000 compounds, 0.78% hits; C2C12 myotubes + simvastatin, ATP luminescence, 48 h; scaled: DMSO 0, geranylgeraniol control 100;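 active = mean ATP rescue above about 67%, or every replicate alone reaching that limit, limit read from the data, passing the limit was not always enough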;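 note: myotubes were challenged with 10 µM simvastatin during compound exposure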
PglD DTNB – PglD (C. jejuni) enzyme inhibition. 360,000 compounds, 0.098% hits. inhibition, % at 12.5 µM. AID 602405. purified PglD enzyme, DTNB colorimetric CoA detection; in the data active = inhibition above about 16%, passing the limit was not always enough; note: strong numbers were not always called active
Cneo AK release – causes C. neoformans cell lysis; adenylate kinase release luminescence, 4 h; normalised: neutral wells 0, clomiphene wells 100; lysis activity, % at 15 µM; 360,000 compounds, 0.2% hits; AID 651654;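 active = mean lysis activity across replicates of at least 80%, whatever share of replicates individually reach that level; inactive = mean lysis activity below 80%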
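Assay system: Cryptococcus neoformans yeast cells / Dosing: single-point compound dose / Timing: 4 h at 37 °C static, read 1 h later / Measured by: luminescence of released adenylate kinase using an AK detection reagent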
The depositor's hits bear a star; . = no result given; & = joins results of further samples.

SMILES | ARNT-TACC3 inh | LGR2 inh | PAX8 reporter | GSIS activator | PGC1a acetyl inh | C2C12 statin | PglD DTNB | Cneo AK release
O=C(NCCc1nc2ccccc2[nH]1)/C(=C/c1ccco1)NC(=O)c1ccco1 | 2 | -2 | 11 | -9 | . | . | . | .
CC(=O)Nc1nonc1NC(=O)COc1ccccc1 | 2 | -23 | -9 | -2 | . | . | . | .
COCC(=O)N1[C@@H](CO)[C@@H](c2ccc(-c3ccccc3)cc2)C12CN(C(C)=O)C2 | . | 7 | 4 | 3 | 1 | . | . | .
OC1CN=C2C=CC=CN2C1 (stereo unspecified) | 1 | . | . | . | 9 | -8 | 0 | 1
CS(=O)(=O)c1ccccc1-c1nc(-c2ccc(C(F)(F)F)cc2)no1 | -9 | . | . | . | 0 | . | 1 | -1
O=C(NCC1CCCCC1)c1cccc(Br)c1 | -8 | -12 | -58 | -2 | . | -11 | -3 | -5
CCN1CCN(Cc2c(O)c(Cl)cc3c(C)cc(=O)oc23)CC1 | -4 | . | . | . | -3 | 7 | -9 | 1
O=C(NCCC1=CCCCC1)c1cnsn1 | -5 | . | . | . | -2 | 2 | 42* | 3
CCOC(=O)c1c(NC(=O)CC)sc(C(C)=O)c1C | -6 | -22 | . | 30 | -6 | -11 | 0 | 2
Cc1ccc(-n2c(SCC(N)=O)nc(O)cc2=O)cc1 | -2 | -3 | 3 | 0 | 10 | 2 | -2 | 1
COc1ccc(-c2csc(N(CCc3ccccc3)C(=O)COc3ccccc3)n2)cc1 | -3 | . | -6 | . | -24 | 0 | -1 | 0
Cc1c(NC(=S)NC(=O)c2cc3ccccc3o2)cccc1C(=O)O | -3 | -100 | -136 | 0 | . | . | . | 1
CC(=O)c1cccc(NS(=O)(=O)c2c(C)noc2C)c1 | -6 | . | 5 | . | 10 | 14 | -6 | 0
CC1CCCCN1N=Nc1nc2c([nH]1)c(=O)n(C)c(=O)n2C (stereo unspecified) | -6 | 13 | -14 | -5 | 3 | 0 | -3 | -1
NC(=O)c1nsc(C(=O)N(c2ccccc2)C(C(=O)NC2CCCCC2)c2ccc(O)cc2)c1N (stereo unspecified) | 16 | 5 | -17 | -19 | . | -14 | -4 | -3
CC(=O)NCC1CCCN(C(=O)c2oc3c(F)cccc3c2C)C1 (stereo unspecified) | -6 | 3 | -10 | 27 | 7 | 2 | -1 | 0
CN(C[C@H]1N[C@@H](CO)[C@H]1c1ccc(-c2cccc(F)c2)cc1)C(=O)C1CCC1 | 8 | 9 | -1 | -8 | 5 | -11 | 3 | 3
C/C=C/c1ccc(C2[C@H]3CNC[C@@H]2N3S(=O)(=O)c2ccccc2OC)cc1 (stereo partly specified) | . | -2&-14 | 5&-1 | 7&12 | 1&-1 | . | . | .
O=C(C1CC1)N1C[C@@H]2[C@H](c3ccccc31)[C@@H](CO)N2S(=O)(=O)c1ccccc1 | -9 | 2 | 7 | -2 | -5 | 0 | 2 | -3
CCn1nnnc1NCc1cccn1C | -1 | . | . | . | 6 | 5 | -3 | -2
COc1cccc2sc3cc(NCC[C@@H]4CCCN4C)ccc3c(=O)c12 | 2 | -47 | -77 | 4 | . | 20 | -1 | -3
Cc1nc(N)sc1-c1csc(N(C)c2ccc(O)cc2)n1 | 13 | 6 | . | -9 | 1 | 94* | 6 | 6
COc1ccc(CC(=O)N/N=C(\C)c2ccc(Br)s2)cc1 | -9 | 4 | -14 | . | 8 | 4 | -4 | 1
COc1ccc(NC(=O)Nc2ccc3c(c2)CC(=O)N([C@@H](C)CO)C[C@@H](C)[C@@H](CN(C)CC2CCCCC2)O3)cc1 | . | 1 | 6 | 13 | -8 | -58 | 10 | .
O=C(O)C(Cc1c[nH]c2ccccc12)NS(=O)(=O)c1ccc(F)cc1 (stereo unspecified) | . | 16 | 12 | -7 | . | 0 | 2 | 2
COc1ccc(-n2nc(C#N)c(Cl)cc2=O)cc1 | 3 | 105* | 105* | 6 | 90* | . | . | .
O=C(C[C@@H]1C=C[C@H](NC(=O)c2ccncc2)[C@@H](CO)O1)NCc1ccncn1 | . | -9 | 10 | -3 | -5 | . | . | .
CCON1C(=O)CN(C(=O)OC)C1c1ccc(Cl)cc1Cl (stereo unspecified) | -2 | . | 3 | . | 4 | 0 | -1 | 0
COc1cc(/C=C(/NC(=O)c2ccccc2)C(=O)Nc2ccccc2)c([N+](=O)[O-])cc1OC | 3 | -22 | 9 | 4 | 5 | . | 4 | 1
O=C(N[C@H]1CC[C@H](CCn2cc(-c3ccccn3)nn2)O[C@@H]1CO)c1ccccc1 | 74* | 5 | . | -2 | 4 | -3 | 4 | -1
C/C=C/c1ccc([C@@H]2[C@@H](CO)N(C(=O)CC)[C@H]2CN(C)C(=O)C2CC2)cc1 | -9 | 7 | 2 | 9 | 0 | 7 | 0 | 0
CCC(=O)Nc1ccc2c(c1)C(=O)N(C)[C@@H]1CC[C@H](CC(=O)NCC3CC3)O[C@H]1CO2 | -6 | 1 | 9 | 0 | 7 | -18 | 2 | -2
Cc1nc(SCC(=O)NCc2ccco2)c2c3c(sc2n1)CCCC3 | -4 | . | . | . | -4 | . | -2 | -6
CCC(=O)N(C)C[C@H]1Oc2cc(C#CCC3CCCC3)ccc2S(=O)(=O)N([C@H](C)CO)C[C@H]1C | 3 | 10 | 17 | -12 | 17 | -5 | -1 | 1
CCN1CCN(C(=O)c2cccc(OC3CCN(S(=O)(=O)N(C)C)CC3)c2)CC1 | -6 | -14 | -66 | 16 | . | 0 | 0 | 3
Nc1ccc2nn(-c3ccc(Cl)cc3)nc2c1 | -8 | -72 | -87 | 10 | 14 | -13 | 0 | -1
CCC(=O)Nc1ccc2c(c1)C(=O)N(C)C[C@@H](OC)[C@@H](C)CN(C(=O)COC)[C@@H](C)CO2 | -16 | 11 | -5 | 18 | 9 | 8 | -2 | -2
COc1ccc(OC)c2sc(NC(=O)c3ccc(S(=O)(=O)N4CCOCC4)cc3)nc12 | 1 | 4 | 3 | 22 | -7 | -8 | -4 | -1
COc1ccc(CNC(=O)C[C@@H]2C[C@@H]3c4cc(NS(C)(=O)=O)ccc4O[C@@H]3[C@@H](CO)O2)cc1 | 0 | 9 | . | 4 | -1 | -2 | 3 | -1
CCOC(=O)c1c(NC(=O)CSc2nc3ccccc3s2)sc(C)c1C | 18 | 11 | -1 | -1 | . | 8 | 0 | 3
COc1ccc(CN2CCC(C(=O)Nc3ccc(Oc4ccccc4)nc3)CC2)cc1F | -1 | 14 | 36 | -24 | . | 1 | -7 | 0
O=C(CCc1nc2ccccc2c(=O)[nH]1)OCC(=O)N1CCN(S(=O)(=O)c2ccccc2)CC1 | -4 | . | . | . | . | -9 | -5 | 3
CCCCOc1ccc(C(=O)NCC(=O)N2CCN(Cc3ccc4c(c3)OCO4)CC2)cc1 | 6 | 6 | 10 | -28 | 7 | 55 | -7 | 1
CCCCCC(C)NC(=O)CN1C(=O)NC(C)(c2ccc3ccccc3c2)C1=O (stereo unspecified) | 1 | -8 | 36 | -38 | . | -6 | -1 | 2
O=c1c2ccccc2nc(-c2ccco2)n1CCCn1ccnc1 | 3 | . | . | . | 5 | -2 | -2 | 2
COc1cccc(C(=O)NN2CC(O)=C(c3nc(C)cs3)C2=N)c1 | 3 | 9 | 26 | 23 | -3 | . | 7 | 1
COc1ccc(S(=O)(=O)N[C@H]2CC[C@H](CCNC(=O)c3ccccc3F)O[C@H]2CO)cc1 | -19 | 6 | -8 | 0 | -13 | -1 | 0 | 0
Cc1cc(C(=O)Nc2ccc(S(=O)(=O)N3CCCC3)cc2)no1 | -3 | 14 | 0 | -12 | -7 | -3 | -6 | 6
COc1ccc(S(=O)(=O)N(C)C[C@H]2Oc3c(NS(=O)(=O)c4c(C)noc4C)cccc3C(=O)N([C@@H](C)CO)C[C@H]2C)cc1 | 4 | 28 | -15 | -12 | 10 | -8 | 1 | 0
O=C(CN1CCOCC1)NCC[C@H]1CC[C@@H](NC(=O)Cc2ccccn2)[C@H](CO)O1 | 3 | 3 | -2 | 5 | 6 | 4 | 0 | 48
O=C(NCCCn1ccnc1)c1cccc(S(=O)(=O)Nc2ccc(F)cc2)c1 | 1 | 12 | -3 | -2 | . | -9 | -4 | -3
COc1cccc(NC(=O)N[C@H]2CC[C@@H](CC(=O)N3CCCCC3)O[C@@H]2CO)c1 | . | -18 | 0 | 19 | 8 | -3 | 10 | -19
COc1ccc(C(=O)Oc2cc(C(=S)N3CCOCC3)ccc2OC)cc1 | 7 | 2 | -3 | -8 | . | 19 | -2 | 0
COC(=O)c1ccc(C2=NOC(C)(c3sc(-c4ccccc4)nc3C)C2)cc1 (stereo unspecified) | 1 | -10 | -48 | -1 | 4 | 9 | 3 | 6
CSc1ncnc2[nH]ncc12 | -10 | 1 | 2 | 54 | -4 | -10 | . | .
CO[C@H]1CN(C)C(=O)c2ccc(NS(C)(=O)=O)cc2OC[C@@H](C)N(C(=O)C2CCOCC2)C[C@H]1C | -10 | 21 | . | 17 | -3 | -10 | 1 | 53
N#CC1=C(SCC(=O)c2ccccc2)NC2=C(C(=O)CCC2)C1c1ccco1 (stereo unspecified) | 6 | . | . | . | -38 | -89 | -2 | 1
CCn1c(/C=C/c2ccccc2Cl)nc2ccccc2c1=O | 1 | -10 | -27 | -15 | 6 | 8 | -4 | -5
COCCOC(=O)N1C(=O)[C@@]2(c3ccccc31)[C@H](C(=O)Nc1nc3ccccc3s1)[C@H]1C(=O)O[C@H](c3ccccc3)[C@H](c3ccccc3)N1[C@@H]2c1ccccc1OCCO | -6 | . | . | . | 4 | . | 0 | 51
CC(=O)C1=C(C)NC(SCC(=O)Nc2nccs2)=C(C#N)C1c1ccccc1Cl (stereo unspecified) | 10 | 13 | 5 | -6 | . | . | . | .

Additional records.
SMILES | ARNT-TACC3 inh | LGR2 inh | PAX8 reporter | GSIS activator | PGC1a acetyl inh | C2C12 statin | PglD DTNB | Cneo AK release
O=C1CCCC2=C1C(c1ccc(OS(=O)(=O)c3ccc(Cl)cc3)cc1)C1=C(CCCC1=O)O2 | -7 | . | -5 | . | 11 | 5 | 1 | -3
FC(F)(F)c1cccc(NC(=S)N2CCCCCC2)c1 | 2 | 1 | -10 | -4 | -10 | -1 | -3 | -1
COc1ccc(NS(=O)(=O)c2cc3c4c(c2)CCN4C(=O)CC3)c(OC)c1 | . | 10 | 0 | 12 | . | 7 | . | .
CNC(=O)C1CN(C(=O)c2cccc(S(=O)(=O)N3CCc4ccccc43)c2)c2ccccc2O1 (stereo unspecified) | . | 4 | 29 | -30 | 4 | 18 | -2 | -1
CCOC(=O)N(C)c1c(CC)nc2c(OCCOc3ccccc3)cccn12 | . | 3 | -1 | -2 | 11 | -61 | 5 | 2
O=C(CN1CCOCC1)N[C@H]1CC[C@H](CCn2cc(C3CC3)nn2)O[C@H]1CO | -3 | 6 | -4 | 17 | -5 | 5 | 7 | -5
CCOC(=O)N1CCN(c2c(NCc3ccccc3OC)c(=O)c2=O)CC1 | . | -5 | -1 | -8 | 13 | 7 | -4 | 0
O=C(OCc1nnc(-c2ccc(Cl)cc2)o1)C12CC3CC(CC(O)(C3)C1)C2 | -4 | -22 | -54 | -7 | 7 | . | . | .

Profiles as entered above. Order of values: ARNT-TACC3 inh	LGR2 inh	PAX8 reporter	GSIS activator	PGC1a acetyl inh	C2C12 statin	PglD DTNB	Cneo AK release
Cc1cc(C(=O)Nc2ccc(S(=O)(=O)N3CCCC3)cc2)no1 in the list: -3	14	0	-12	-7	-3	-6	6
O=C(O)C(Cc1c[nH]c2ccccc12)NS(=O)(=O)c1ccc(F)cc1 (stereo unspecified) in the list: .	16	12	-7	.	0	2	2
O=C(NCC1CCCCC1)c1cccc(Br)c1 in the list: -8	-12	-58	-2	.	-11	-3	-5
CCN1CCN(C(=O)c2cccc(OC3CCN(S(=O)(=O)N(C)C)CC3)c2)CC1 in the list: -6	-14	-66	16	.	0	0	3

The order is random. Share with any hit: about 2.9%.
